Screens as filed in PubChem.
Bcl-B displacement: displacers of TR3 peptide from Bcl-B, primary screen, selectivity assay for Bfl-1 inhibitor project, biochemical, fluorescence polarization | FP displacement of FITC-TR3 peptide from Bcl-B; higher % means a stronger effect | displacement, % at 20 µM, or IC50 in µM where a hit was titrated | 96,000 tested, 0.11% active | AID 748;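 active = displacement above 50% at 20 µM plus a fluorescence interference ratio under 1.5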;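 note: plate controls were wells without compound for no effect and wells lacking Bcl-B protein for full effect; a part of the inactive calls stands beside numbers as strong as those of hits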
NFkB transloc inh: blocks IL-1B driven NFkB nuclear translocation in HUVEC cells; HUVEC IL-1B NFkB p65 nuclear translocation imaging; inhibition, % at 2 µM; 94,000 tested, 0.43% active; AID 796;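 active = inhibition above about 30% together with a positive call from visual inspection of the well image, limit read from the data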;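 note: nuclear over cytoplasmic p65 intensity ratio measured by imaging; 0% = IL-1B stimulated DMSO wells and 100% = unstimulated DMSO wells; values of inactives mirror those of a sister screen read the other way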
NFkB transloc pot: enhances IL-1B driven NFkB nuclear translocation. HUVEC IL-1B NFkB p65 nuclear translocation imaging. activation, % at 2 µM. 94,000 tested, 0.3% active. AID 819;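 active = activation above 40%, about the mean plus 3 SD, also judged a hit on visual image review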;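 note: percent activation is computed from the nuclear over cytoplasmic p65 intensity ratio; values of inactives mirror those of a sister screen read the other way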
PLAP inhibition: inhibition of human placental alkaline phosphatase – biochemical, luminescence, HTS (AID 690). purified PLAP, luminescent substrate; higher % means a stronger effect. inhibition, % at 20 µM; hits with a dose series show IC50 in µM. 96,000 tested, 0.08% active; in the data active = a potency from the dose series; inactive = the rest, 99 in 100 with inhibition below about 30%; note: strong numbers were not always called active
MRP reversal: MRP-mediated drug resistance reversal; H69AR cells + 2 uM doxorubicin, CellTiter-Glo, 72 h; differential viability (reversal), % at 10 µM; 85,000 tested, 0.04% active; AID 602;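 active = viability drop by adding the cancer drug above about 55%, with treated viability meeting a 40% cutoff, limit read from the data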;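 note: viability without doxorubicin minus viability with 2 µM doxorubicin for each compound; larger differential means the compound sensitizes cells more to doxorubicin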
MRP reversal cytotoxicity: second read-out of MRP reversal, no call of its own (marks repeat the call); viability, %; H69AR cells, CellTiter-Glo, 72 h; measured here: cytotoxicity without doxorubicin
MRP reversal with doxorubicin: further read-out of MRP reversal, marked with its call; viability, %; measured here: viability with 2 uM doxorubicin; stronger effect = lower value
NFkB transloc inh cell count 2 µM: recorded beside NFkB transloc inh, whose call it bears; cell count; measured here: cells passing quality filter;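 raw number of nuclei counted in each imaged well without normalization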
NFkB transloc pot cell count 2 µM: further read-out of NFkB transloc pot, marked with its call; cell count; measured here: cells passing quality filter
Active calls of the source: *; · = no result given. Only part of the results is shown (hit frequency here may not be typical).

Values run as follows: NFkB transloc pot cell count 2 µM | NFkB transloc inh cell count 2 µM | NFkB transloc inh | MRP reversal cytotoxicity | PLAP inhibition | MRP reversal with doxorubicin | NFkB transloc pot | MRP reversal | Bcl-B displacement
- CC1=CC2=NC(=O)CC(C)(C(=O)N(CC(=O)NC(C)(C)C)Cc3cccs3)N2C=C1 (stereo not drawn)
→ 167 | 167 | -16 | · | 8% | · | 16 | · | -3%
- Cc1ccc(-c2nnc(N(C)C(=O)c3ccncc3)s2)cn1
→ 128 | 128 | -3 | 103 | 31% | 90 | 3 | 14 | -17%
- Cc1cc(C(=O)CSc2nc3ccccc3n2CCC#N)c(C)n1Cc1cccs1
→ 62 | 62 | -25 | 16 | 10% | 11 | 25 | 5 | -6%
- CCOc1cc(C(c2c(C)[nH][nH]c2=O)c2c(C)[nH][nH]c2=O)ccc1OC(=O)c1cccc([N+](=O)[O-])c1
→ 150 | 150 | -6 | 100 | -88% | 105 | 6 | -5 | 2%
- Clc1ccc(-c2nc3n(n2)Cc2ccccc2-3)cc1
→ 129 | 129 | -26 | 45 | · | 38 | 26 | 7 | ·
- CCc1nnc(NS(=O)(=O)c2ccc(N/C=C\C(=O)c3ccc(C)cc3)cc2)s1
→ 126 | 126 | -1 | · | -46% | · | 1 | · | 1%
- CC(=O)c1c(N2CCCCC2)nc(=S)n(Cc2ccccc2)c1C
→ 141 | 141 | -3 | · | -3% | · | 3 | · | -7%
- COc1cccc(Nc2nc(N)nc(-c3oc4ccccc4c3C)n2)c1
→ 174 | 174 | 4 | 17 | -18% | 44 | -4 | -26 | 7%
- Cn1c(CSCc2ccccc2Cl)nnc1SCC(=O)Nc1nccs1
→ 120 | 120 | 0 | 79 | -36% | 74 | 0 | 6 | -3%
- COC(=O)C1=C(C)NC2=C(C(=O)C(C(=O)OC)C(c3ccc(OC)cc3)C2)C1c1ccccn1 (stereo not drawn)
→ 186 | 186 | -7 | · | -12% | · | 7 | · | 13%
- Cc1ccc(NC(=O)c2snc3c(=O)[nH]cnc23)cc1C
→ 144 | 144 | 11 | · | 15% | · | -11 | · | -12%
- Cc1ccc(Cl)cc1NS(=O)(=O)c1c(C)[nH]c(=O)[nH]c1=O
→ · | · | · | 98 | -12% | 102 | · | -4 | 2%
- Cc1ccc(-n2ncc(C(=O)O)c2C2CCN(C(=O)OC(C)(C)C)CC2)cc1
→ 172 | 172 | -16 | 89 | -29% | 85 | 16 | 4 | -10%
- CCN(CC)CCN1C(=O)C(O)=C(C(=O)c2cccs2)C1c1ccc(C)o1 (stereo not drawn)
→ 117 | 117 | -12 | 99 | -22% | 89 | 12 | 11 | -2%
- CC(C)OC(=O)Cn1c(=O)sc2ccccc21
→ · | · | · | 91 | -1% | 97 | · | -6 | -1%
- Cc1ccc(C(=O)NNC(=O)Cc2ccccc2)cc1
→ 179 | 179 | -22 | 91 | -78% | 82 | 22 | 9 | 4%
- CC(=O)C1=C(C)NC(SCC(=O)c2ccc(Cl)cc2)=C(C#N)C1c1ccco1 (stereo not drawn)
→ 93 | 93 | 7 | 29 | -27% | 63 | -7 | -34 | -37%
- CCOC(=O)c1cnc(SCC(=O)N2CCN(c3ccccc3)CC2)nc1N
→ 115 | 115 | 6 | 71 | -1% | 85 | -6 | -14 | 1%
- Cc1nn(C(=O)CN2C(=O)c3ccccc3C2=O)c(C)c1Br
→ 179 | 179 | -9 | 101 | 19% | 99 | 9 | 1 | -2%
- COc1ccc(/C=C\c2onc(C)c2S(=O)(=O)N2CCC(C(=O)NCCC(C)C)CC2)cc1
→ 52 | 52 | 16 | 69 | -54% | 68 | -16 | 1 | 12%

An excerpt of these results, tab-delimited.
mol	NFkB transloc pot cell count 2 µM	NFkB transloc inh cell count 2 µM	NFkB transloc inh	MRP reversal cytotoxicity	PLAP inhibition	MRP reversal with doxorubicin	NFkB transloc pot	MRP reversal	Bcl-B displacement
Cc1ccc(NC(=O)c2snc3c(=O)[nH]cnc23)cc1C	144	144	11	·	15%	·	-11	·	-12%
Cc1ccc(Cl)cc1NS(=O)(=O)c1c(C)[nH]c(=O)[nH]c1=O	·	·	·	98	-12%	102	·	-4	2%
Cc1ccc(-n2ncc(C(=O)O)c2C2CCN(C(=O)OC(C)(C)C)CC2)cc1	172	172	-16	89	-29%	85	16	4	-10%
CCN(CC)CCN1C(=O)C(O)=C(C(=O)c2cccs2)C1c1ccc(C)o1 (stereo not drawn)	117	117	-12	99	-22%	89	12	11	-2%

(next part)
Values run as follows: NFkB transloc pot cell count 2 µM | NFkB transloc inh cell count 2 µM | NFkB transloc inh | MRP reversal cytotoxicity | PLAP inhibition | MRP reversal with doxorubicin | NFkB transloc pot | MRP reversal | Bcl-B displacement
- Cc1ccc(S(=O)(=O)/C(C#N)=C/c2c(N3CCOCC3)nc3ccccn3c2=O)cc1
→ 150 | 150 | -10 | 89 | -30% | 75 | 10 | 14 | -12%
- CC1CCCC(NC(=O)COC(=O)COc2ccc(Cl)cc2)C1C (stereo not drawn)
→ 158 | 158 | -19 | · | 12% | · | 19 | · | -17%
- COc1ccccc1CNC(=O)c1csc(Cc2ccc(Cl)cc2)n1
→ 124 | 124 | 3 | · | -5% | · | -3 | · | 3%
- CC1(C)C(N(O)C(=O)Nc2ccc(Cl)cc2)N(c2ccc(Cl)cc2)C(=O)N1CC(=O)NN (stereo not drawn)
→ 194 | 194 | -20 | 93 | -95% | 94 | 20 | -1 | 9%
- CC(C)OC(=O)c1cc2c(ccn2C)n1CC(=O)N1CCC(Cc2ccccc2)CC1
→ 157 | 157 | 0 | 42 | -12% | 53 | 0 | -12 | 24%
- Cc1csc(NC(=O)CNC(=O)OCc2ccccc2)n1
→ 141 | 141 | 6 | 98 | 19% | 87 | -6 | 11 | 3%
- O=C(COc1ncnc2sccc12)Nc1ccc2c(c1)OCCO2
→ 198 | 198 | -7 | 96 | 20% | 97 | 7 | -1 | 5%
- S=C1N(c2ccccc2)C(c2ccccc2)N2CCCN12 (stereo not drawn)
→ 141 | 141 | 9 | 84 | 3% | 83 | -9 | 1 | -2%
- COc1ccc(C(=O)N2c3cc4c(cc3C(C)=CC2(C)C)OCO4)cc1
→ 162 | 162 | -6 | 83 | -26% | 72 | 6 | 11 | -8%
- Cc1cc(-c2ccccc2)[nH]c(=O)c1S(=O)(=O)c1ccc(Cl)cc1
→ 149 | 149 | 0 | · | 11% | · | 1 | · | 3%
- CCCCNc1cc(=O)n(C)c(=O)n1C
→ 163 | 163 | 0 | · | 19% | · | 0 | · | 6%
- Cc1ccc(C(=O)c2ccc(N3CCOCC3)c(F)c2)cc1
→ 88 | 88 | -8 | 80 | · | 76 | 8 | 4 | ·
- CCCCC(CC)C(=O)Nc1ccccc1C#N (stereo not drawn)
→ 134 | 134 | -1 | 82 | -2% | 96 | 1 | -15 | -6%
- COc1ccc(OC)c(NC(=O)Nc2ccc(Cl)cc2)c1
→ 151 | 151 | -2 | 89 | 9% | 92 | 2 | -4 | -9%
- Cc1ccccc1NC(=O)c1cc(S(=O)(=O)N2CCOCC2)cs1
→ 159 | 159 | -15 | 87 | · | 91 | 15 | -4 | ·
- Cc1cc(/C=N/NC(=O)c2ccc(CN3CCOCC3)cc2)c(C)n1-c1ccccc1
→ 151 | 151 | -2 | · | -55% | · | 2 | · | 1%
- COc1ccccc1OCC(O)Cn1c(=N)n(CCN2CCCCC2)c2ccccc21 (stereo not drawn)
→ 149 | 149 | 4 | 97 | -32% | 89 | -4 | 8 | 0%
- CC(C)Cc1nnc(NC(=O)CCC(=O)Nc2ccc(F)cc2)s1
→ 168 | 168 | 14 | 84 | 15% | 112 | -14 | -28 | -12%
- COc1ccc(-c2noc(CN(C)S(=O)(=O)c3ccc(C)cc3)n2)cc1
→ 112 | 112 | -1 | 70 | 29% | 81 | 1 | -11 | -22%
- COc1ccc(Cl)cc1C(=O)n1nc(C)cc1C
→ 48 | 48 | 7 | 87 | -9% | 86 | -7 | 1 | -4%
- CC(c1nc2ccccc2c(=O)[nH]1)N1CCN(C)CC1 (stereo not drawn)
→ 199 | 199 | -37 | 88 | -28% | 91 | 37 | -3 | -4%
- CCN1/C(=C/C(C)=O)Sc2ccc(OC)cc21
→ 164 | 164 | -2 | 90 | 10% | 97 | 2 | -6 | 2%
- O=C(CSc1n[nH]c(-c2ccncc2)n1)NCCc1ccccc1
→ 88 | 88 | -9 | 85 | 13% | 88 | 9 | -3 | -10%
- C=CCNC(=O)c1ccccc1Cl
→ 182 | 182 | -11 | · | -27% | · | 11 | · | -2%
- C=CCNC(=O)CSc1nnc(-c2ccncc2)n1CCc1ccccc1
→ 82 | 82 | 5 | 53 | · | 64 | -5 | -11 | ·
- CC(C)(C)c1cc2cccnc2n1Cc1cccc(F)c1
→ · | · | · | · | 5% | · | · | · | -1%
- CC(C)C(=O)NCCc1nc2ccccc2n1C
→ 127 | 127 | -11 | 87 | -6% | 93 | 11 | -6 | -4%
- COCCCNC(=O)COc1ccc(-c2nccc(-c3ccccn3)n2)cc1
→ 142 | 142 | 2 | · | -24% | · | -2 | · | 1%
- NC(=O)C1CCN(C(=O)CN2C(=O)c3ccccc3S2(=O)=O)CC1
→ 188 | 188 | -8 | 102 | 0% | 94 | 8 | 8 | 1%
- C=CCn1c(-c2ccoc2C)n[nH]c1=S
→ 126 | 126 | -4 | · | -13% | · | 4 | · | 4%
- CCCCNC(=O)c1ccc2nc(-c3ccco3)c(-c3ccco3)nc2c1
→ · | · | · | · | -7% | · | · | · | 16%
- c1cncc(CNC2CCCc3ccccc32)c1 (stereo not drawn)
→ 175 | 175 | 9 | 96 | -12% | 87 | -9 | 9 | 3%
- Cc1ccc(/C=N/Nc2nc(Cl)c(Cl)cc2Cl)s1
→ 146 | 146 | -16 | 92 | -50% | 75 | 16 | 17 | -17%
- COc1ccc(Cl)cc1-n1c(C)cc(C(=O)O)c1C
→ · | · | · | 103 | -10% | 84 | · | 19 | 12%
- CCn1c(SCC(=O)N2CCc3ccccc32)nnc1-c1c[nH]c2ccccc12
→ 144 | 144 | -23 | 61 | 24% | 49 | 23 | 12 | -7%
- CCOc1ccc(CNC(=O)C2CCC(=O)N2C2CCCC2)cc1OC (stereo not drawn)
→ 158 | 158 | -22 | 97 | -3% | 90 | 22 | 7 | 10%
- Cc1ccc(NC(=O)N(Cc2ccc3c(c2)OCO3)Cc2cc3cc4c(cc3[nH]c2=O)OCCO4)cc1
→ 229 | 229 | -20 | 85* | 8% | 30* | 20 | 55* | -4%
- CCOc1ccc2oc(-c3ccccc3)c(C(=O)O)c2c1
→ 159 | 159 | -2 | 96 | 15% | 85 | 2 | 11 | -6%
- CC1CC(C)CN(S(=O)(=O)c2cccc3cccnc23)C1 (stereo not drawn)
→ 141 | 141 | 9 | 93 | -18% | 68 | -9 | 25 | -10%
- CCc1nc2ccccc2c(=O)n1NC(=O)c1c(O)c2cccc3c2n(c1=O)CCC3
→ 108 | 108 | -5 | 26 | -44% | 34 | 5 | -8 | 2%
- O=c1c2cnn(-c3ccccc3)c2ncn1Cc1cccnc1
→ · | · | · | 98 | 21% | 92 | · | 5 | 2%
- Cc1cccc(Cc2c(C)nc3c(C(=O)N4CCN(Cc5ccc6c(c5)OCO6)CC4)cnn3c2C)c1
→ 125 | 125 | 3 | 66 | -28% | 66 | -3 | 0 | -10%
- Cn1c(SCC(=O)N2CCCCCC2)nc2c([nH]c3ccccc32)c1=O
→ 126 | 126 | 1 | 38 | 7% | 69 | -1 | -31 | -19%

Whole records as entered above.
Listed for COCCCNC(=O)COc1ccc(-c2nccc(-c3ccccn3)n2)cc1 : NFkB transloc pot cell count 2 µM: 142; NFkB transloc inh cell count 2 µM: 142; NFkB transloc inh: 2; MRP reversal cytotoxicity: ·; PLAP inhibition: -24%; MRP reversal with doxorubicin: ·; NFkB transloc pot: -2; MRP reversal: ·; Bcl-B displacement: 1%
Listed for CCn1c(SCC(=O)N2CCc3ccccc32)nnc1-c1c[nH]c2ccccc12 : NFkB transloc pot cell count 2 µM: 144; NFkB transloc inh cell count 2 µM: 144; NFkB transloc inh: -23; MRP reversal cytotoxicity: 61; PLAP inhibition: 24%; MRP reversal with doxorubicin: 49; NFkB transloc pot: 23; MRP reversal: 12; Bcl-B displacement: -7%
